# CHT block = inhibitors of human choline transporter CHT | High affinity choline transporter 1 (Homo sapiens), Q9GZV3 | CHT-expressing cells, membrane potential dye, choline response; stronger effect = lower value | B-score at 10 µM | actives 0.86% (n = 310,000);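 active means B-score over 3 SD under the library average, and starting fluorescence ratio not unusually high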;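 further: choline stimulus applied at its EC90 after an EC20 pre-addition; B-score computed on integrated fluorescence ratio after choline addition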
# KCNQ2 inh = KCNQ2 potassium channel inhibitors, primary screen, cell-based, CHO-K1, FluxOR thallium flux, B-score (AID 2156); Potassium voltage-gated channel subfamily KQT member 2 (Rattus norvegicus), O88943; B-score at 10 µM; actives 1.1% (n = 310,000); 20 min; stronger effect = lower value;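 active means fluorescence ratio B-score at most minus 3 library SDs, with starting brightness B-score within 2 library SDs, cut at about -5.5 in these data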
# Target sequence (O88943 whole entry, looked up): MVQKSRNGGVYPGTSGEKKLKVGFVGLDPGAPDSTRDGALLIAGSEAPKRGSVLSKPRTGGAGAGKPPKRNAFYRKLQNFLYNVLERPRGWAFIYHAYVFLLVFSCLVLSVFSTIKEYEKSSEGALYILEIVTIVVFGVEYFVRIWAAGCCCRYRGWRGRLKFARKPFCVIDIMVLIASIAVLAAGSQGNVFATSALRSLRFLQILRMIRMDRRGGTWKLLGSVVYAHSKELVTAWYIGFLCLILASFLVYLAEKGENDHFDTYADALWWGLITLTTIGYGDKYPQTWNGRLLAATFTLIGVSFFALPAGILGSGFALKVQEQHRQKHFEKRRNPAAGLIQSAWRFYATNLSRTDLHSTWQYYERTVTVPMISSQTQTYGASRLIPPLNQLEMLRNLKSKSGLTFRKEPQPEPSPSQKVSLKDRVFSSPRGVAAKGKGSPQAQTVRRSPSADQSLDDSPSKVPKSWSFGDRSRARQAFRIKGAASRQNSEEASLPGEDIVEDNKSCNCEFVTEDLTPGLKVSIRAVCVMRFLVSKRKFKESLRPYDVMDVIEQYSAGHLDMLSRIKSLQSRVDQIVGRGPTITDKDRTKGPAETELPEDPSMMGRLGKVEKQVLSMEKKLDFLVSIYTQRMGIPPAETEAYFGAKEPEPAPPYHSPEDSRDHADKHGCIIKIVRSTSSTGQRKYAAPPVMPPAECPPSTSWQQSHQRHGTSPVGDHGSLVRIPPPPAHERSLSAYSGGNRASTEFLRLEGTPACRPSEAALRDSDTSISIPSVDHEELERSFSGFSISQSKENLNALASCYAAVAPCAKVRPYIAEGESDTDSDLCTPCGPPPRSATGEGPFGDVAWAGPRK
# Numbers without * were called inactive; i = inactive; . = no result given.
SMILES,CHT block,KCNQ2 inh
O=c1[nH]c2ccc(NS(=O)(=O)c3ccc([N+](=O)[O-])cc3)cc2[nH]1,i,i
CSc1ccc(S(=O)(=O)NCC(=O)OCC(=O)NCCc2ccccc2)cc1[N+](=O)[O-],i,i
CCCOc1ccc(C(=O)CCC(=O)OC(C)C(=O)Nc2ccc(NC(C)=O)cc2)cc1 (stereo unspecified),i,i
COCCn1c(C)cc(O)c(C(=O)Nc2cccc(Cl)c2)c1=O,i,i
Cc1occc1C(=O)/C(C#N)=C/c1ccc(O)c(Br)c1,i,i
COc1ccc(NC(=O)C2CCCN(S(=O)(=O)c3cnc[nH]3)C2)cc1 (stereo unspecified),i,i
CCOc1ccc(NCC(=O)Nc2ccc(C)cc2C)cc1,i,i
Cc1cc(Cl)ccc1NC(=S)NCCc1ccc(S(N)(=O)=O)cc1,i,i
O=C1CN(C(=O)COC(=O)CCSc2ccccc2Cl)c2ccccc2N1,i,i
CCN(CC(=O)Nc1ccccc1C(F)(F)F)C(=O)Cc1ccccc1,i,i
O=C(NCCc1nnc2ccc(NCCCN3CCOCC3)nn12)c1ccccc1F,i,i
COc1cc(-c2nnc(NC(=O)CCS(=O)(=O)c3ccccc3)o2)cc(OC)c1OC,i,i
C/C(=N\NC(=O)c1ccc(OC2CCCC2)cc1)c1ccc(O)cc1,i,i
Nc1c2nc(-c3ccccc3)[nH]c(=O)c2nc(=O)n1-c1ccccc1,i,i
CC1CCN(C(=O)NC(=O)c2ccc(Cl)cc2)CC1,i,i
CCC(C)NC(=O)/C=C/c1ccc(S(=O)(=O)NCc2ccco2)cc1 (stereo unspecified),i,i
CCn1c(O)c(/C=N/N=C/c2ccc(OC)cc2)c2cc(C3=NNC(=O)CC3)ccc21,i,i
CC(=O)c1c(C)[nH]c(C(=O)Nc2ccc(F)cc2F)c1C,i,i
O=C(Cc1cccc2ccccc12)Nc1c(F)cccc1F,i,i
CC(=O)Nc1ccc(Oc2cnc3ccccc3n2)cc1,i,i
COC(=O)c1c(NC(=O)CN2CCC3(O)CCCCC3C2c2cc(OC)ccc2OC)sc(C)c1C (stereo unspecified),i,i
CCOc1ccc(S(=O)(=O)Nc2cccc(C(=O)NCC3CCCO3)c2)cc1 (stereo unspecified),i,i
COCCn1c(N)c(C(=O)NS(=O)(=O)c2ccc(C)cc2)c(=O)[nH]c1=O,i,i
Cc1cccc(NC(=O)c2c(C)cc(=O)oc2C)n1,i,i
Cc1nnc(Sc2cc(NCCO)c([N+](=O)[O-])c3nonc23)s1,.,-7.52*
CCOC(=O)c1c(C)nc(C)c(C(=O)OCC)c1-c1cccc(N)c1,i,i
O=C1CSC2=NCN(c3ccc4c(c3)OCO4)CN12,i,i
O=C(NCc1ccco1)/C(=C\c1cccs1)NC(=O)c1cccs1,i,i
O=C(Nc1ccc2c(c1)CCC2)c1c(F)cccc1Cl,i,i
CCOP(=O)(c1ccccc1)c1nc(-c2ccc(F)cc2)oc1N1CCCCC1 (stereo unspecified),i,i
Cc1ccc(CNC(=O)c2oc3ccc(S(=O)(=O)N4CCC5(CC4)OCCO5)cc3c2C)cc1,i,i
O=C(O)CCC(=O)Nc1ccc2c(c1)Cc1cc(NC(=O)CCC(=O)O)ccc1-2,i,i
COc1ccc(NC(=O)c2ccc(-c3ccc([N+](=O)[O-])cc3)o2)cc1,i,i
COCCN=c1scc(-c2ccc3c(c2)NC(=O)CO3)n1/N=C(\C)c1ccc(O)cc1,i,i
CCc1ccccc1NC1c2ccccc2C(=O)N1c1cccnc1 (stereo unspecified),i,i
COc1ccc(-c2c(C(F)(F)F)nn(C)c2NC(=O)c2cccnc2)cc1,i,i
O=C(Nc1ccc2c(c1)nc1n2CCN(Cc2ccccc2)C1)c1cccs1,i,i
O=C1C(=O)N(CCN2CCOCC2)C(c2cccc(Cl)c2)/C1=C(/O)c1ccc2c(c1)OCO2 (stereo unspecified),i,i
CNC(=O)CSc1nnnn1-c1ccc2c(c1)OCCO2,i,i
CCCCCCCCCCOC(=O)c1csc2nnsc12,i,i
CCS(=O)(=O)N1CCN(c2ccc([N+](=O)[O-])c(N3CCOCC3)c2)CC1,i,i
Cc1ccc(S(=O)(=O)NCCc2ccccc2)cc1,i,i
Cn1c(=O)c2c(SCC(N)=O)nc(CC(C)(C)C)nc2n(C)c1=O,i,i
CCOC(=O)c1cnc2cc(F)c(F)cc2c1N1CCN(C)CC1,i,i
Clc1ccc(-c2csc(Nc3cccnc3)n2)cc1,i,i
CCCCC(=O)Nc1nnc(S(=O)(=O)N(CC)c2ccc(OC)cc2)s1,i,i
COc1ccc(CNC(=O)C/C(C)=N/NC(=O)c2cc(OC)cc(OC)c2)cc1,i,i
Cc1nnc(C)c2c(C)n(-c3ccc(Cl)c(N)c3)c(C)c12,i,i
N/C(=N\NC(=O)Nc1ccc(Cl)cc1)c1ccccn1,i,i
Cc1ccc(CSCCNC(=O)CSc2ccccc2)cc1,i,i
CS(=O)(=O)Nc1ccc(C(=O)N2CCN(c3ccccc3)CC2)cc1,i,i
O=C(O)CCCCCCCCCC[n+]1ccccc1,i,i
CCOC(=O)CNC(=O)C(CO)NC(=O)OCc1ccccc1 (stereo unspecified),i,i
Cc1ccc(S(=O)(=O)N2CCC(C(=O)N[C@H](C(=O)NC3CCS(=O)(=O)C3)C(C)C)CC2)cc1 (stereo partly specified),i,i
Cc1cnn(-c2cc(N/N=C/c3ccccc3Cl)ncn2)c1,i,i
Cc1ccc(NC(=O)CN2C(=O)S/C(=C\c3ccc(C(=O)O)cc3)C2=O)cc1,i,i
COC(=O)c1nc(N)sc1-c1ccccc1,i,.
O=C(c1ccc(F)cc1)C1CCN(C(=S)NCC2CCCO2)CC1 (stereo unspecified),i,i
O=C(O)Cc1sc(Nc2cccc3ccccc23)nc1-c1ccc(F)cc1,i,i
CN(C)CC(=O)c1c(N)n(Cc2ccccc2)c(=O)n(C)c1=O,i,i

# Quoted from above (two entries):
SMILES,CHT block,KCNQ2 inh
O=C(O)Cc1sc(Nc2cccc3ccccc23)nc1-c1ccc(F)cc1,i,i
CN(C)CC(=O)c1c(N)n(Cc2ccccc2)c(=O)n(C)c1=O,i,i

# (list continues)
SMILES,CHT block,KCNQ2 inh
Cc1ccccc1N(C(=O)CNC(=O)c1ccco1)C(C(=O)NC1CCCC1)c1ccncc1 (stereo unspecified),i,i
COC(=O)CNC(=O)CN1C(=O)N(c2cccc(Cl)c2)C(N(O)C(=O)Nc2cccc(Cl)c2)C1(C)C (stereo unspecified),i,i
CC(=O)Nc1cccc(Nc2nc(-c3cccs3)nc3ccccc23)c1,i,i
COc1ccc(C2(O)CCN(C(=O)c3ccc4c(c3)OCO4)CC2)cc1,i,i
CC(C)c1nnc(NC(=O)C2c3ccccc3Oc3ccccc32)s1,i,i
O=C(N/N=C/c1cnc(N2CCCCC2)s1)c1ccc(Cl)cc1,i,i
Cc1ccc(NC(=O)N(Cc2cc3cc(C)cc(C)c3[nH]c2=O)CC2COCCO2)cc1 (stereo unspecified),i,i
O=c1[nH]c2ccccc2cc1CN(Cc1ccco1)S(=O)(=O)c1ccc(F)cc1,i,i
Cc1cc(-c2ccccc2)n(-c2ccc(C(N)=O)cc2)n1,i,i
CCC(C)c1ccc(OCCn2cc(/C=N/NC(=O)CSc3nnc(C)s3)c3ccccc32)cc1 (stereo unspecified),i,i
CCc1cccc(C)c1NC(=S)NCCc1c(C)[nH]c2ccc(C)cc12,i,i
O=[N+]([O-])c1ccc(F)c(N=Cc2ccc(Br)s2)c1,i,i
O=C(CSc1nc2ccccc2o1)Nc1ccccc1,i,i
COc1ccc(C)cc1N(CC(=O)NCCSCc1ccco1)S(=O)(=O)c1ccc(C)cc1,i,i
CC(=O)c1ccccc1NC(=O)COC(=O)/C=C/c1ccc(C)o1,i,i

# 17 of the compounds above, with values ahead of the structure:
CHT block | KCNQ2 inh | SMILES
i | i | COCCN=c1scc(-c2ccc3c(c2)NC(=O)CO3)n1/N=C(\C)c1ccc(O)cc1
i | i | CCc1ccccc1NC1c2ccccc2C(=O)N1c1cccnc1 (stereo unspecified)
i | i | COc1ccc(-c2c(C(F)(F)F)nn(C)c2NC(=O)c2cccnc2)cc1
i | i | O=C(Nc1ccc2c(c1)nc1n2CCN(Cc2ccccc2)C1)c1cccs1
i | i | O=C1C(=O)N(CCN2CCOCC2)C(c2cccc(Cl)c2)/C1=C(/O)c1ccc2c(c1)OCO2 (stereo unspecified)
i | i | CNC(=O)CSc1nnnn1-c1ccc2c(c1)OCCO2
i | i | CCCCCCCCCCOC(=O)c1csc2nnsc12
i | i | CCS(=O)(=O)N1CCN(c2ccc([N+](=O)[O-])c(N3CCOCC3)c2)CC1
i | i | Cc1ccc(S(=O)(=O)NCCc2ccccc2)cc1
i | i | Cn1c(=O)c2c(SCC(N)=O)nc(CC(C)(C)C)nc2n(C)c1=O
i | i | CCOC(=O)c1cnc2cc(F)c(F)cc2c1N1CCN(C)CC1
i | i | Clc1ccc(-c2csc(Nc3cccnc3)n2)cc1
i | i | CCCCC(=O)Nc1nnc(S(=O)(=O)N(CC)c2ccc(OC)cc2)s1
i | i | COc1ccc(CNC(=O)C/C(C)=N/NC(=O)c2cc(OC)cc(OC)c2)cc1
i | i | Cc1nnc(C)c2c(C)n(-c3ccc(Cl)c(N)c3)c(C)c12
i | i | N/C(=N\NC(=O)Nc1ccc(Cl)cc1)c1ccccn1
i | i | Cc1ccc(CSCCNC(=O)CSc2ccccc2)cc1

# Further records.
SMILES,CHT block,KCNQ2 inh
Cc1[nH]n(-c2ccccc2)c(=O)c1CCO,i,i
COc1cc(/C=C/C(=O)NC(C)C)ccc1OCc1ccccc1,i,i
C=CCn1c(C)c(/C=C/c2cc[n+](C)cc2)c2ccccc21,i,i
O=C(Nc1c(C(=O)N2CCN(c3ccccn3)CC2)oc2ccccc12)c1ccc([N+](=O)[O-])cc1,i,i
CCCN(CCC)C(=O)CC(c1ccccc1)c1cc(Br)ccc1O (stereo unspecified),i,i
O=C(NC(=S)Nc1cccnc1Cl)c1ccc(F)cc1,i,i
Cc1ccc(CNC(=O)C2CCC(=O)N2CCc2ccccc2)cc1 (stereo unspecified),i,i
CCOC(=O)c1c(S(=O)(=O)NCC2CCN(CCc3cccs3)CC2)c(C)n(C)c1C,i,i
COc1ccc2sc(N3C(=O)CC(Cc4cccc(C)c4)C3=O)nc2c1 (stereo unspecified),i,i
Cc1ccc(-c2csc3nc[nH]c(=O)c23)c(C)c1,i,i
Cn1c(=O)n(C)c2cc(NC(=O)COc3ccc(F)cc3)ccc21,i,i
CCOc1ccc(S(=O)(=O)N2CCC(C(=O)NCCc3ccccc3)CC2)cc1,i,i
CN(C(=O)CN1C(=O)/C(=C/c2ccc(Cl)cc2)SC1=S)C1CCS(=O)(=O)C1 (stereo unspecified),i,i
Cc1cccc(NC(=O)CSc2nc3ccccc3nc2N2CCCCC2)c1,i,i
C=CCC(NCc1ccco1)c1ccc(OC)cc1 (stereo unspecified),i,i
Cc1ccc(-c2cc(=O)c3ccccc3[nH]2)cc1,i,i
O=C(Nc1cc(Cl)cc(Cl)c1)C(NCCCO)c1ccccc1 (stereo unspecified),i,i
COC(=O)c1ccc(NC(=O)CSc2nnc(-c3ccccc3)n2C)cc1,i,.
COc1ccc(S(=O)(=O)N2CCc3ccccc3C2)cc1OC,i,i
Cc1cc(-c2nnc3n2N=C(c2ccc(-c4ccccc4)cc2)CS3)n[nH]1,i,i
COc1cc(C(=O)OCC(=O)Nc2cccc(S(=O)(=O)N3CCOCC3)c2)ccc1OCC(C)C,i,i
CC(C)CO/C(=N/S(=O)(=O)c1ccccc1)c1ccccc1,i,i
O=C(CN1C(=O)/C(=C\C=C\c2ccccc2)SC1=S)Nc1ccc(F)cc1,i,i
Cc1ccc(S(=O)(=O)/N=C2/NC(=O)/C(=C\c3ccco3)S2)cc1,i,.
Cc1ccccc1NC(=O)CN(C)S(=O)(=O)c1ccc(-c2ccc(=O)[nH]n2)s1,i,i
N/C(=N\OC(=O)c1ccccc1[N+](=O)[O-])c1cccnc1,i,i
COc1ccc(N(C(=O)Cn2nnc(-c3ccccc3F)n2)C(C(=O)NCC2CCCO2)c2ccc(Cl)cc2)cc1 (stereo unspecified),i,i
Cc1cc(SCCC(=O)O)nc2ccccc12,i,i
CC(C)(C)n1nc2c(c1NC(=O)COc1ccccc1F)CS(=O)(=O)C2,i,i
Cc1cccc(NC(=O)COC(=O)c2cc(C)oc2C)c1,i,i
CCOc1ccc(-c2nnc(N)s2)cc1,i,i
CS(=O)(=O)N1CCc2cc(C(=O)N3CCOCC3)ccc21,i,i
CSC(=NCc1cccnc1)NS(=O)(=O)c1cccs1,i,i
CCC(C)(C(=O)NC1CCCC1)N(C(=O)CNC(C)=O)c1ccc(C)cc1 (stereo unspecified),i,i
CCC(C(=O)NCc1ccco1)n1nc(C)c2c(C)n(-c3ccc(C)cc3)nc2c1=O (stereo unspecified),i,i
COc1ccc(OC)c(/C=N/NC(=O)c2cnccn2)c1,i,i
COc1cn(-c2ccccc2)nc1C(=O)NCc1ccc(C)cc1,i,i
O=C(Nc1ccc(Cl)c([N+](=O)[O-])c1)ONC1=NCCCCC1,i,i
CCOC(=O)c1sc2ncnc(N3CCN(c4ccc(OC)cc4)CC3)c2c1C,i,i
O=[N+]([O-])c1cc([N+](=O)[O-])c(Oc2ccc(Cl)c3cccnc23)cc1NN1CCCCC1,i,i
Cc1cc(OCCn2ccnc2)cc(C)c1Cl,i,i
CS(=O)(=O)c1ccccc1C(=O)NC1CCCc2ccccc21 (stereo unspecified),i,i
CN(C)c1cccc2c(C=C(C#N)C#N)ccc(N(C)C)c12,i,i
Clc1nccc(N2CCN(c3ccccc3Cl)CC2)n1,i,i
Clc1ccc(Cn2ccc(C3CC3)n2)cc1,i,i
Cc1ccccc1N1C(=O)c2ccccc2C1O (stereo unspecified),i,i
O=C(COc1ccccc1Cl)N1CCN(c2ncccn2)CC1,i,i
Cn1nc(OCC(N)=O)ccc1=O,i,i
COc1ccccc1N1CCN(C(=O)Nc2ccc([N+](=O)[O-])cc2)CC1,i,i
CCc1ccc(CNCCNCC(C)O)cc1 (stereo unspecified),i,i

# Assay outcomes: PubChem, Johns Hopkins Ion Channel Center
